SMARCA2 activ = activators of SMARCA2 function; MG213 cells, MMTV-luciferase reporter, dexamethasone, overnight; activation, % at 9.1 µM; actives 1% (n = 370,000); AID 652017; in the data active = activation above about 7.8%;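 note: 0% = vehicle wells and 100% = reference activator wells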
DAX1 inh-1 = inhibitors of DAX1 repression of SF-1 activated StAR promoter | HEK293T StAR-luciferase reporter, SF-1/DAX-1 repression relief | AID 652010 | actives 1.1% (n = 370,000) | inhibition, % at 6.8 µM;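 active = inhibition above the mean over all tested compounds plus 3 SD, cut at about 3.6% in these data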;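 note: 0% = DAX-1 cells with DMSO and 100% = cells lacking DAX-1 with DMSO; higher inhibition means more luminescence from relief of DAX-1 repression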
hcDAF12 agonist = activators of H. contortus DAF-12 nuclear receptor; HEK293 hcDAF-12 lit1-tk-luc reporter, luminescence; 0% DMSO, 100% Δ7-dafachronic acid; activation, % at 6.8 µM; actives 1.4% (n = 370,000);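 active = activation above the mean of all tested compounds plus 3 SD, cut at about 5.5% in these data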;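 note: 100% = response to 3 µM Δ7-dafachronic acid high control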
hgDAF12 agonist = agonists of H. glycines DAF-12 nuclear receptor; AID 687014; actives 1.8% (n = 370,000); HEK293 GAL4-hgDAF12 UAS-luciferase reporter, agonist luminescence; normalized to butyrate control; activation, % at 6.8 µM;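 active = activation above a cutoff set at the mean of all screened compounds plus 3 SD, cut at about 10% in these data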;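 note: 0% = DMSO wells and 100% = sodium butyrate wells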
DAX1 inh-2 = NR0B1 (DAX1) inhibition; P51843; AID 504766; actives 0.99% (n = 340,000); HEK293 Gal4-DAX1 luciferase reporter, luminescence; inhibition, % at 6.75 µM;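 active = inhibition above the mean over all tested compounds plus 3 SD, cut at about 4.2% in these data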;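 note: 0% = DAX1-transfected cells with DMSO and 100% = empty-vector control cells with DMSO; inhibition shows as a rise in luminescence from relieved DAX1 repression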
sPLA2-III inh = Blocks human group III sPLA2 activity. actives 0.56% (n = 370,000). QFRET BODIPY PC-A2 liposome hydrolysis, fluorescence. Q9NZ20. inhibition, % at 12.2 µM. AID 743126;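 active = inhibition above mean plus 3 SD of compounds lying within the high and low control bounds, cut at about 19% in these data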;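 note: 0% = median of test compound wells and 100% = no enzyme DMSO wells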
ssDAF12 agonist = activates DAF-12 receptor from parasite S. stercoralis; HEK293 ssDAF-12/GRIP1 lit1-tk-luc reporter, luminescence; % of 3 µM dafachronic acid response; activation, % at 6.8 µM; actives 1% (n = 370,000); AID 652126;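 active = activation above the mean over all tested compounds plus 3 SD, cut at about 0.9% in these data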;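 note: 0% = DMSO-only wells and 100% = 3 µM delta7-dafachronic acid wells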
GAA850 FXN act = activators of GAA850 frataxin (FXN) promoter; HEK293 lucGAA850 FXN promoter luciferase reporter, 24 h; percent of 10 µM SAHA response; activation, % at 6 µM; actives 0.56% (n = 360,000); AID 540364;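 active = activation above the average of all compounds screened plus 3 SD, cutoff fixed separately per campaign, cut at about 7.5% in these data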;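 note: 0% = DMSO wells and 100% = 10 µM SAHA wells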
NR1D1 modulator = Rev-erb alpha (human) modulation. activity, % at 10 µM. actives 0.79% (n = 370,000). P20393. Rev-erbα–FITC-DNA binding, fluorescence polarization, 90 min. AID 1259318;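 active = activity above about 14%, limit read from the data; passing the limit was not always enough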;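 note: 0% = DMSO wells with 35 nM protein and 100% = DMSO wells with 750 nM protein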
PG9 binder = PG9 antibody binding by small molecule; actives 0.43% (n = 360,000); AID 624416; inhibition, % at 6.7 µM; TR-FRET gp120-PG9 antibody binding; in the data active = inhibition above about 8.5%
PLC-beta3 inh = blocks human PLC-beta3 enzyme activity; actives 0.18% (n = 370,000); inhibition, % at 12.2 µM; AID 720704; Purified PLC-beta3, fluorogenic substrate, fluorescence; in the data active = inhibition above about 11%;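 note: 0% = median of compound wells on plate and 100% = full blocker control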
Target sequence (Q01970 whole entry, looked up): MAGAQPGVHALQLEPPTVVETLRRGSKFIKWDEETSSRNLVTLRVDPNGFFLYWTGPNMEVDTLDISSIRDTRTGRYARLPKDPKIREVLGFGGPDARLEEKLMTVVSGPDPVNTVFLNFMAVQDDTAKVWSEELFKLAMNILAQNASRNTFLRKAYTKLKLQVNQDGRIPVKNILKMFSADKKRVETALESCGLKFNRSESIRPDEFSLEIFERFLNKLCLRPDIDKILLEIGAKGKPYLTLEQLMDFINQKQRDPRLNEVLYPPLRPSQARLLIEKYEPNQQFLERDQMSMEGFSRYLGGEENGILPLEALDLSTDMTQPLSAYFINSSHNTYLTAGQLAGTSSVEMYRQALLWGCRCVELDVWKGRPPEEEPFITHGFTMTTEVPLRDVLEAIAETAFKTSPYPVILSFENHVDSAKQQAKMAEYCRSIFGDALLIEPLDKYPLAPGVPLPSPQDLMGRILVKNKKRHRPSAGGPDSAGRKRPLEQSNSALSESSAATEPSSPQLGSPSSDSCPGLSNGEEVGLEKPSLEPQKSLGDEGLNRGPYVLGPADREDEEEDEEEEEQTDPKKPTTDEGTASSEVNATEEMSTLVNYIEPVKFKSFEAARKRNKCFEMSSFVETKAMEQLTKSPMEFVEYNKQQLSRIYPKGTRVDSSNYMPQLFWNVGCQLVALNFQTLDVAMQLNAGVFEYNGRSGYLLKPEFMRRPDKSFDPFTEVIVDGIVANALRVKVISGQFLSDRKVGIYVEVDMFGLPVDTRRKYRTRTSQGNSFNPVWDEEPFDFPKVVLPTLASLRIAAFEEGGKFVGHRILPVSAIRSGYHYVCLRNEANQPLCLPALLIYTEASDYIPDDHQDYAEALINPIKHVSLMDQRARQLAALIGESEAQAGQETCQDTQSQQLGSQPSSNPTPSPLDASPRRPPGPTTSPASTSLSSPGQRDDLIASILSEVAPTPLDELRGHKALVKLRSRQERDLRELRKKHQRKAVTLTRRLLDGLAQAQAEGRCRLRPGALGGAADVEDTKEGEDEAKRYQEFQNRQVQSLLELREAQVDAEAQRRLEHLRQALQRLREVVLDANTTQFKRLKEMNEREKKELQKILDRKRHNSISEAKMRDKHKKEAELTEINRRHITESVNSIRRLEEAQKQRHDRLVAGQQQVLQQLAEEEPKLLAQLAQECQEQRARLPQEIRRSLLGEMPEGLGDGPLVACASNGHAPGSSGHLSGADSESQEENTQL
Active calls of the source: *; x = not tested or not shown.

SMILES	SMARCA2 activ	DAX1 inh-1	hcDAF12 agonist	hgDAF12 agonist	DAX1 inh-2	sPLA2-III inh	ssDAF12 agonist	GAA850 FXN act	NR1D1 modulator	PG9 binder	PLC-beta3 inh
Cc1ccc(OCCNC(=O)CCc2nc3sc4c(c3c(=O)[nH]2)CCCC4)cc1	-2	0.7	-1.2	-2.1	-0.2	4	-0.4	1.3	20*	7.2	-27
CC[C@]12c3[nH]c4cc(-c5ccco5)ccc4c3CCN1C(=O)[C@@H](CC(=O)NCCCN(C)C)C[C@@H]2C(=O)N1CCN(C(=O)c2ccco2)CC1	-1	0.0	-1.3	3.5	-0.7	-4	-0.2	0.9	-5	0.7	-102
CC(C)(C)n1nnnc1C(c1cc2ccccc2o1)N(CCC#N)Cc1ccccc1 (centres undefined)	-2	0.1	-0.9	1.4	x	-6	-1.7	x	7	1.5	1
CC1Cc2ccccc2N1C(=O)C1CCCN1S(=O)(=O)c1ccc(Cl)cc1 (centres undefined)	0	0.3	-0.2	-0.7	-0.6	3	-1.6	0.1	-3	-0.9	-3
COc1ccc(CC(Cc2ccc(OC)c(OC)c2)NC=O)cc1OC	0	-0.3	0.0	-1.2	2.0	4	0.1	2.7	-3	3.1	6
N#Cc1cn(CC(=O)NCc2cccnc2)c2ccccc12	-1	0.0	-2.2	0.7	-0.8	2	-1.3	1.4	0	-1.4	-1
O=C(COC(=O)c1cc[n+]([O-])cc1)Nc1cccc(Cl)c1Cl	-5	-0.2	-1.9	-0.9	-1.5	-1	-1.2	-0.3	1	2.5	1
O=C1N=C(N2CCOCC2)S/C1=C\C=C/c1ccccc1	7	0.6	2.4	8.2	3.8	3	-0.2	4.4	0	-6.7	-24
Cn1nc(C(C)(C)C)cc1C(=O)NCc1ccc(N2CCCC2=O)cc1	-6	-3.5	-4.1	-6.7	-3.4	5	-2.9	-2.6	-4	-0.4	0
CN(CC(=O)Nc1ccc(Cl)c(C(F)(F)F)c1)C(=O)c1ccc(N2CCOCC2)c([N+](=O)[O-])c1	0	-2.8	-3.4	-1.2	-0.2	-8	-1.2	1.4	1	-1.2	2
COc1cc(/C=N/NC(=O)CCn2c3ccccc3c3ccccc32)ccc1O	-3	-1.1	-1.4	0.5	-2.0	-21	-1.9	-0.3	-5	-2.2	-4
CC(Oc1ccc2ccc(=O)oc2c1)C(=O)NCCN1CCOCC1 (centres undefined)	-1	-0.2	-1.2	0.3	-0.1	4	-0.9	1.7	4	-1.7	-18
COc1ccccc1OCCSc1nnnn1C1CCCCC1	3	0.6	0.6	4.5	0.3	7	-1.4	6.0	8	2.4	5
C/C=C/C(=O)OCC(=O)NC(=O)NC(C)C	1	0.0	-0.3	2.2	0.4	-5	-1.5	-0.7	-5	1.8	0
CCOC(=O)Cn1c(C)cc(=O)c2cccc(C)c21	1	-0.2	-0.3	0.8	0.5	6	-1.0	-0.3	-8	-0.2	1
O=C1[C@@H]2[C@H](C(=O)N1Cc1ccco1)[C@H]1C=C[C@@H]2C1	-4	-0.9	0.4	-0.6	2.2	4	-0.9	1.3	0	-0.2	-4
CCOc1cc(S(=O)(=O)n2cc(-c3ccc(F)cc3)c(N)n2)cc(OCC)c1OCC	-1	-1.0	-2.0	-4.2	-0.6	-21	-1.5	-2.8	8	0.3	6
CCCNC(=O)C1CC(=O)N(c2ccc(OCC(=O)Nc3cccc(C)c3C)cc2)C1 (centres undefined)	2	0.2	-0.1	0.8	2.2	9	-1.0	-0.2	4	-2.0	-3
Cc1cc(C)n(CCc2nc(-c3ccc(C)o3)cs2)n1	1	-0.4	-1.5	-0.1	0.3	0	-1.2	-1.3	1	-1.6	-6
CC1CN(C(=O)CCC(=O)N2CCCCC2)c2cc(Cl)ccc2O1 (centres undefined)	-5	-0.1	-1.6	-1.3	-0.2	7	-0.6	1.3	0	0.5	-11

Molecules listed so far containing an aryl methoxy group, in the order listed:
SMILES	SMARCA2 activ	DAX1 inh-1	hcDAF12 agonist	hgDAF12 agonist	DAX1 inh-2	sPLA2-III inh	ssDAF12 agonist	GAA850 FXN act	NR1D1 modulator	PG9 binder	PLC-beta3 inh
COc1ccc(CC(Cc2ccc(OC)c(OC)c2)NC=O)cc1OC	0	-0.3	0.0	-1.2	2.0	4	0.1	2.7	-3	3.1	6
COc1cc(/C=N/NC(=O)CCn2c3ccccc3c3ccccc32)ccc1O	-3	-1.1	-1.4	0.5	-2.0	-21	-1.9	-0.3	-5	-2.2	-4
COc1ccccc1OCCSc1nnnn1C1CCCCC1	3	0.6	0.6	4.5	0.3	7	-1.4	6.0	8	2.4	5

Next section.
SMILES	SMARCA2 activ	DAX1 inh-1	hcDAF12 agonist	hgDAF12 agonist	DAX1 inh-2	sPLA2-III inh	ssDAF12 agonist	GAA850 FXN act	NR1D1 modulator	PG9 binder	PLC-beta3 inh
CCCOc1ccc(C(=O)Nc2ccc3c(c2)OCCO3)cc1	2	2.2	5.7*	13*	0.4	2	0.7	2.8	0	0.7	-3
CCOc1ccc(Nc2nc(Cc3nnc(SCC(=O)c4ccc(C)c(C)c4)o3)cs2)cc1	-3	0.0	-1.9	-0.2	1.2	-24	-0.7	-4.2	-1	-1.0	1
CCN1CCCC1CNC(=O)c1cc(COc2ccc(C)c(C)c2)on1 (centres undefined)	3	2.1	3.0	4.2	0.6	0	-0.7	0.5	2	0.9	-10
COc1ccc2[nH]c3c(c2c1)CCN1C(=O)C(CC(=O)NCc2ccco2)C[C@H](C(=O)N2CCOCC2)[C@@]31C (some centres undefined)	2	1.5	4.2	1.1	0.9	-1	-1.0	2.7	2	-1.8	3
Cc1ccc(-c2c(=O)n(O)c3ccccc3[n+]2[O-])cc1	0	0.3	-0.8	6.8	1.1	-1	-0.3	0.6	-3	-2.5	-193
COc1c(OC(C)=O)ccc(/C=C/c2ccc3ccccc3n2)c1[N+](=O)[O-]	-1	5.1*	3.6	8.9	2.5	-10	0.2	6.0	6	-1.5	6
CCCCCCCCOC(=O)c1cc([N+](=O)[O-])c(Sc2ncnc3nc[nH]c23)c([N+](=O)[O-])c1	-1	-0.2	-1.4	3.1	0.4	-6	-1.1	0.3	2	0.6	2
CCOC(=O)c1sc(NC(=O)CSc2nnc(C(C)C)n2CC)nc1C	-2	0.3	-2.6	0.6	-0.1	-5	-1.1	0.3	-5	-1.3	2
C=CCn1c(Cn2c(-c3cnccn3)nc3ccccc32)nc2ccccc21	-1	1.4	0.0	-3.9	x	13	-1.4	x	-1	-1.4	-35
Cc1ccc(Nc2nc(C(=O)N3CCC(C(=O)NC(C)C)CC3)cs2)cc1	-1	0.8	-1.0	7.3	1.3	-3	-1.4	1.8	7	-1.1	-5
CCOC(=O)N1CCN(S(=O)(=O)c2ccc3c(c2)CCN3C(=O)CC)CC1	-4	0.2	-1.2	0.3	0.4	0	-0.5	0.6	7	1.6	0
CCOc1ccccc1CN1CCC(N2CCC(C(=O)NC3CC3)CC2)CC1	-1	0.2	-0.5	0.2	1.8	5	-1.6	0.0	-1	0.4	-5
O=c1c2c3nc4ccccc4nc3n(Cc3ccccc3)c2ncn1Cc1ccco1	2	-0.1	0.8	-0.9	-0.8	-9	-1.2	2.0	-10	1.3	-169
CCOC(=O)c1ccc(NC(=O)Nc2cc(C)cc(C)n2)cc1	2	-0.1	1.0	3.9	x	-1	-0.8	x	-5	0.0	4
O=C(COC(=O)/C=C/c1ccccc1)NCc1ccco1	-3	0.0	-0.1	-1.0	1.9	6	-0.6	-0.6	-9	-2.3	6
Cc1cccc(C)c1NC(=O)CNC(=O)c1ccc(COc2ccccc2)o1	-1	-2.1	-1.1	-1.4	-0.2	2	-0.4	-0.3	-10	-0.1	-4
COc1ccc(C=NNC(=O)c2ccncc2)cc1	-6	0.7	0.1	3.0	x	14	-1.0	x	6	x	-6
CC(=O)c1ccccc1OCC(O)CN1CCN(c2ccccn2)CC1 (centres undefined)	-2	0.1	-2.7	-0.7	0.1	4	-1.2	2.3	-3	-2.2	-8
CC(Sc1ccccn1)C(=O)NC1CCCC1 (centres undefined)	-2	4.4*	0.0	5.4	-0.6	11	-0.7	0.7	6	0.5	1
Cc1cc2c(cc(C(=O)OC(C(=O)NC3CCCCC3)C(C)C)n2C)o1 (centres undefined)	-3	-3.7	-2.8	-2.7	-1.2	-29	-1.8	-1.6	-2	-1.4	-8
Cc1ccc(S(=O)(=O)N2CCOCC2)cc1NC(=O)COC(=O)C1(C)CC1(Cl)Cl (centres undefined)	-3	0.2	0.2	-3.9	-0.6	-2	-1.0	0.9	7	0.5	-5
O=C(Nc1ccc(Cl)cn1)c1ccc2c(c1)OCCO2	1	2.6	5.0	18*	-1.3	1	0.1	0.7	-4	-0.9	1
CCn1cc(C(=O)NCc2cccs2)c(=O)c2cc(S(=O)(=O)N3CCOCC3)ccc21	0	0.2	-0.1	1.2	x	13	-1.4	x	-2	-2.6	-10
CCOC(=O)C1=C(C)N(CCCC(=O)O)C(=O)NC1c1cc2ccccc2c2ccccc12 (centres undefined)	-1	-0.2	1.1	0.1	x	-23	-1.1	x	3	-0.9	-3
Cc1cc(NC(=O)CN2C(=O)NC3(CCCCC3)C2=O)no1	0	0.4	-1.9	-2.0	0.6	0	-1.1	0.9	-4	-1.9	3
CC1CCN(CCCn2c(=S)[nH]c3c(sc4ccc([N+](=O)[O-])cc43)c2=O)CC1	-2	2.0	0.8	-0.6	-0.1	9	-1.4	2.1	-3	0.9	2
Cc1cc(C)c(NS(=O)(=O)c2ccc3c(c2)oc(=O)n3C)c(C)c1	-3	-0.1	-2.5	-0.3	0.5	-7	-1.4	2.1	-1	0.5	0
O=C(COC(=O)c1cnccn1)Nc1ccc(Cl)cn1	-3	1.2	0.6	0.1	0.9	-1	-0.8	2.9	3	-2.7	-8
CCOc1ccc(CCNC(=O)COC(=O)c2ccncc2)cc1OCC	1	-1.0	-1.4	-0.7	-1.2	5	-0.7	1.9	3	0.4	-8
O=C(Oc1ccc(-c2nnco2)cc1)c1ccc(F)c(S(=O)(=O)N2CCOCC2)c1	-1	-0.1	-2.3	0.8	1.8	-1	-1.2	-0.1	-1	-1.3	-8
O=C(Nc1nnc(-c2cccs2)s1)c1cccc(F)c1	6	0.8	4.7	6.2	2.5	1	-0.9	1.7	-4	-0.2	-15
Cn1c(=O)cc(N2CCN(C(=O)c3ccco3)CC2)[nH]c1=O	1	-0.7	0.5	2.7	0.6	3	-1.2	-1.0	2	-1.4	0
Cc1ccc2nc(-c3cccc(Br)c3)cc(C(=O)NCC3CCCO3)c2c1 (centres undefined)	-3	0.8	-0.2	-0.5	2.2	3	-1.5	2.9	24*	-3.0	-6
Cc1ccc(-c2nnc(NCc3ccccc3)c3ccccc23)cc1	-1	-0.5	-0.2	-1.1	-1.2	1	-0.9	4.1	-4	-2.8	6
CCN(CC)S(=O)(=O)c1ccc(Cl)c(C(=O)Nc2cccnc2)c1	2	0.2	-2.8	-1.3	-0.7	2	-1.5	2.3	6	1.0	-1
COc1nc(NCCO)nc(Nc2ccccc2F)n1	6	1.9	1.2	8.2	0.6	0	-0.8	14*	6	-2.4	-2
COc1cccc(N2CCN(CC(=O)NCc3cccs3)CC2)c1	3	-0.1	0.1	0.4	0.6	6	-1.2	0.2	-1	0.0	3
